C-LANA FP: inhibitors of KSHV LANA C-terminal domain DNA binding; MBP-C-LANA/FAM-LBS DNA binding, fluorescence polarization; inhibition, % at 9 µM; actives 0.078% (n = 340,000); AID 504423;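 active means highest replicate inhibition at or above 60% at 9 µM, even if other replicates fall short; inactive means all replicates below 60% inhibition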;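 further: 0% = neutral control wells and 100% = 4 µM acridine orange control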
Arr AP2 block: blocks beta-arrestin peptide binding to AP2 adaptin; FITC-arrestin peptide / GST-AP2 beads, flow cytometry; AP2 beta2 appendage carries R879A mutation; inhibition, % at 10 µM; actives 0.31% (n = 340,000); AID 504490;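 active means inhibition above a set limit, near 3 SD of compounds lacking own fluorescence, cut at about 54% in these data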;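 further: plate controls were DMSO wells for no effect and 5 µM unlabelled arrestin peptide for full effect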
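Measured by: flow cytometry, FL1 (488/535 nm); Material: AP2 appendage R879A on GSH beads; Evaluation: percent response; Timing: pre-incubation 12 min, peptide binding 1 h, room temperature; Also added: 50 nM FITC-arrestin peptide; Medium: PBS with 0.05% Tween 20 and 0.1% BSA.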
RTF Ca sens act: cardiac RTF calcium sensitization. actives 0.24% (n = 340,000). AID 493008. P19429+P45379. activation, % at 7.2 µM. IANBD-labeled TnC RTF fluorescence at EC20 calcium; 0% EC20 calcium, 100% full calcium;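 active means activation above the mean over all tested compounds plus 3 SD, cut at about 30% in these data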;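 further: rise in fluorescence read as greater calcium sensitivity of cardiac thin filaments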
V-ATPase pH: regulators of yeast V-ATPase proton transport; AID 504577; actives 0.37% (n = 350,000); response, % at 10 µM; S. cerevisiae, pHLuorin cytosolic pH fluorescence; in the data active means response mostly above about 7.3%, no sharp cut-off; inactive means mostly below about 5.4%; further: actives read high; inactives centre near 0; some compounds called inactive have numbers as strong as hits; reference of the scale not given here
DSG3 Ab inh: human desmoglein-3 autoantibody binding inhibition | binding (percent of control), % at 10 µM | DSG3-coupled beads, scFv-anti-DSG3-GFP binding, flow cytometry; stronger effect = lower value | P32926 | AID 588358 | actives 0.48% (n = 310,000);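 active means binding more than 3 SD below its plate's average and above zero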;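 further: hits lower antibody fragment binding to DSG3; some compounds called inactive have numbers as strong as hits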
Target sequence (P32926 whole entry, looked up, the tested form may be a part): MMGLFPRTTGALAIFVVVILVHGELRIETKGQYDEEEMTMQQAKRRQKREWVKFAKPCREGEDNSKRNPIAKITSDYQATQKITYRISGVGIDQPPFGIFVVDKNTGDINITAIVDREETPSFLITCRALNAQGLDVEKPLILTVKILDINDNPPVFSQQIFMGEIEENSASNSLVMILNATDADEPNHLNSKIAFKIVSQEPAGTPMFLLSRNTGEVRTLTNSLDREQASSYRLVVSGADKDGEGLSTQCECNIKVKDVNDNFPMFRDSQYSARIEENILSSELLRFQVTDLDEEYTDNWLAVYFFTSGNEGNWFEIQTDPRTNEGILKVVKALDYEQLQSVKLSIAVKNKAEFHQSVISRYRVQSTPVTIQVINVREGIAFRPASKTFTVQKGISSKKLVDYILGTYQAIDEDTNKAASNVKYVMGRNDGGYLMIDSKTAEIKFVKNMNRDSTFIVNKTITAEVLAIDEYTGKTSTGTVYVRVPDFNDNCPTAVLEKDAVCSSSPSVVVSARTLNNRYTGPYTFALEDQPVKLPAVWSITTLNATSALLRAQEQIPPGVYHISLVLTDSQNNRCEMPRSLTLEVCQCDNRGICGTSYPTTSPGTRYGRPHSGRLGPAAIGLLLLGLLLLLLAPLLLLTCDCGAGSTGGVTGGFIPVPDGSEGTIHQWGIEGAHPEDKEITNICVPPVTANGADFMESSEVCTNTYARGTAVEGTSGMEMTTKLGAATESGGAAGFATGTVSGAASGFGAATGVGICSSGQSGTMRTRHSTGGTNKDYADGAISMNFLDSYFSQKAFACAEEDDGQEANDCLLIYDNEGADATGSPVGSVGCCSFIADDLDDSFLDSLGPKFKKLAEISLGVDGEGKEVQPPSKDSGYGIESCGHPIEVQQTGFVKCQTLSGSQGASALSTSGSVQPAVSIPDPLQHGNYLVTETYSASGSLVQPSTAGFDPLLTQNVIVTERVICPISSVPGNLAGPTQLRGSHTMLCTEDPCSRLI
RTF Ca sens inh: cardiac RTF calcium desensitization. actives 0.12% (n = 340,000). inhibition, % at 7.15 µM. P19429+P45379. IANBD-labeled cardiac RTF, Ca2+ fluorescence;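 active means inhibition above the mean inhibition of all tested compounds plus 3 SD, cut at about 17% in these data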;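 further: assay run at fixed EC70 calcium of 1.6 mM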
MOR-DOR inv ag: inverse agonists of human mu-delta opioid receptor heterodimerization. inhibition, % at 9.3 µM. cell-based MOR-DOR heterodimer luminescence, inverse agonism. actives 0.21% (n = 340,000); in the data active means inhibition above about 22%, passing the limit was not always enough;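 further: 0% = cells with DMSO and 100% = wells without cells with DMSO; values of inactives mirror those of a sister screen read the other way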
MOR-DOR ag: agonists of human mu-delta opioid receptor heterodimerization; cells, OPRM1-OPRD1 heterodimerization, luminescence; P35372+P41143; activation, % at 9.3 µM; actives 0.3% (n = 340,000); in the data active means activation above about 18%;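 further: 0% = vehicle-treated cells and 100% = reference agonist; values of inactives mirror those of a sister screen read the other way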
Keap1 Nrf2 FP: disrupts human Keap1 binding to Nrf2 peptide; Q14145; Keap1 Kelch-Nrf2 peptide fluorescence polarization, 1536-well; inhibition, % at 9.4 µM; actives 0.15% (n = 340,000); AID 504523; in the data active means inhibition above about 12%;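 further: human Keap1 Kelch domain with fluorescein labeled Nrf2 9mer peptide probe; 0% = neutral control wells and 100% = peptide positive control; higher means more block of Keap1 binding to Nrf2 peptide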
Wnt bcat act: activates Wnt/beta-catenin signaling in a reporter cell assay. actives 1.2% (n = 300,000). activator, plate reader. activation, % at 9.35 µM. AID 743398; in the data active means activation above about 30%, passing the limit was not always enough;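 further: 0% = neutral control wells and 100% = positive control wells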
* hit, by the source's call; nt = not tested or not shown. An unsorted share of the library (roughly 3.1% active in at least one column).

Compound,C-LANA FP,Arr AP2 block,RTF Ca sens act,V-ATPase pH,DSG3 Ab inh,RTF Ca sens inh,MOR-DOR inv ag,MOR-DOR ag,Keap1 Nrf2 FP,Wnt bcat act
Cc1ccccc1OCC(=O)OCC(=O)c1ccc(OCc2ccccc2)cc1,0.5,8,2,3,103,-29,-9,1.2,0,12
CC(C)c1nc2oc3ccccc3c(=O)c2c(=O)n1-c1ccccc1,0.1,2,6,2,96,2,3,-0.5,-1,12
O=C(c1ccccc1)C(Nc1ccccn1)c1ccccc1 (centres undefined),-0.3,16,2,1,nt,-8,17,-3.8,-4,0
Cc1ccc(N=C2NC(=O)CS2)cc1C,-0.8,8,-4,-2,98,-4,19,-4.1,4,0
CC1CCN(c2c(NCc3ccc(C(=O)N4CCN(C5CCCCC5)CC4)cc3)c(=O)c2=O)CC1,-1.0,3,-1,0,102,5,14,-2.7,-3,-3
Cc1nnc(SCC(=O)NNC(=O)C(C)C)[nH]c1=O,1.7,29,9,-2,103,-17,14,-2.7,-4,-2
COc1ccc(S(=O)(=O)NCCOc2ccccc2)cc1-n1cnnn1,-0.5,8,10,1,105,-10,0,0.0,-5,13
CCOC(=O)Cc1csc(NC(=O)/C=C/c2ccccc2Cl)n1,0.4,-3,4,2,112,-2,1,-0.1,-6,5
CCC(=O)N1CCc2cc(S(=O)(=O)CCC(=O)N3CCN(c4ccc(F)cc4)CC3)ccc21,7.1,52,-9,7,109,-8,5,-0.9,9,-2
Cc1ccc2cc(CCNS(=O)(=O)c3ccc(F)cc3)c(=O)[nH]c2c1C,-1.0,13,1,6,98,-3,-9,1.6,-6,-4
COc1cccc(C(=O)NN2CC(O)=C(c3nc(C)cs3)C2=N)c1,1.1,0,2,1,89,-6,5,-0.9,-6,1
CCCCCCCCCCCCCCCC(=O)OC/C=C(C)/C=C/C=C(C)/C=C/C1=C(C)CCCC1(C)C,-0.9,-1,4,-2,96,-2,15,-3.0,-3,-2
Cc1ccc(S(=O)(=O)Nc2cccc(C(=O)NCC(c3ccco3)N(C)C)c2)cc1F (centres undefined),2.2,1,7,-2,105,-16,-44,8.4,-5,-1
CCOc1ccc(C2/C(=C(/O)c3ccc4c(c3)CC(C)O4)C(=O)C(=O)N2CCCn2ccnc2)cc1OCC (centres undefined),15,-11,-5,2,88,-3,17,-3.3,2,1
CN(C(=O)c1ccc(NC(=O)Cc2ccc(NC(=O)C3CCCN(C(=O)C4CCCC4)C3)cc2)cc1)C1CCCC1 (centres undefined),1.0,28,-6,-3,100,-1,-3,0.6,0,-2
COc1ccc(OC)c(C(=O)NC(CC(N)=O)c2ccc(N3CCN(c4ccccn4)CC3)c([N+](=O)[O-])c2)c1 (centres undefined),1.1,4,11,0,106,-4,12,-2.3,-2,1
CC1CCN(C(=O)c2ccc(NS(=O)(=O)c3ccc4[nH]c(=O)[nH]c4c3)cc2)CC1,1.9,30,-2,-5,107,-6,2,-0.4,-1,-1
CNc1nnc(SCC(=O)c2cc(C)n(C3CC3)c2C)s1,26,6,-1,0,95,-5,6,-1.2,46*,-1
CC(=O)c1ccc(N2C(=NC(=O)CCC3CCCC3)SC3CS(=O)(=O)CC32)cc1 (centres undefined),-1.5,-7,-4,0,70,-4,8,-1.5,-1,-2
Cc1ccc(Cl)cc1N1CCN(C(=O)CN(c2ccccc2)S(=O)(=O)N(C)C)CC1,-1.8,-5,-9,0,102,-1,-8,1.4,-4,-18
CCOC(=O)c1[nH]c(C)c(C(=O)NCc2ccco2)c1C,1.0,6,-4,-2,113,0,15,-3.1,-4,-3
Cc1ccc(/C(N)=N/OC(=O)c2cccs2)cc1,-0.1,8,-2,-6,83,-11,-13,2.6,1,54*
COc1ccc(C2C(=O)N(C3CCCCC3)CC(=O)N2Cc2ccc3c(c2)OCO3)cc1 (centres undefined),0.6,20,1,-1,124,-7,0,0.1,-3,-4
Nc1c(Cl)nc(-c2ccccc2)nc1Cl,-0.6,-4,6,-2,101,-6,-13,2.5,1,1
CC(=O)N1CCc2cc(S(=O)(=O)N3CCc4ccccc43)ccc21,-1.5,4,-5,3,110,1,-4,0.8,-2,-2
Cc1ccc(C(NC(=O)N2CCCCC2)=C(Cl)Cl)cc1F,-0.6,3,-1,nt,104,-11,-10,1.4,-4,2
O=C(NCc1ccco1)c1cccc(Nc2nc3ccc(Br)cc3[nH]2)c1,0.6,-4,-6,-1,98,-10,1,-0.1,-3,1
O=C(O)/C=C/C(=O)N(CC1CCCO1)C1CC(=O)N(c2c(Cl)cccc2Cl)C1=O (centres undefined),3.2,0,2,2,91,5,7,-1.5,0,-1
Cc1ccc(/C=C/C(=O)NCc2cccs2)cc1,-1.6,29,1,5,127,7,15,-2.8,3,nt
COc1cc(C2c3c(-c4ccccc4)n[nH]c3C(=O)N2c2ccc(C(=O)O)cc2)ccc1O (centres undefined),0.0,4,2,0,104,-5,17,-3.3,-7,-6
Cc1cc(C)nc(NC(=O)c2ccc(OC(C)C)cc2)n1,1.6,15,-3,-4,135,-4,6,-1.1,-6,0
COC(=O)Cc1c(O)ccn(Cc2ccc3c(c2)OCO3)c1=O,-0.7,-16,1,-2,102,-3,18,-3.5,-3,0
Cc1ccc(S(=O)(=O)NNC(=O)c2ccncc2)cc1,0.1,0,-1,-4,87,-4,4,-0.7,-4,-2
CCOC(=O)C1=C(C)NC(C)=C(C(=O)OCC)C1C1=COCCO1,14,5,2,1,nt,-1,18,-4.3,1,-1
Cc1ccc(S(=O)(=O)C2(C(=O)Nc3nccs3)CC2)cc1,-0.2,2,0,3,103,-2,-4,0.7,-3,-6
CC(C)(C)c1ccc(C(=O)NCC(=O)N/N=C/c2cccnc2)cc1,-0.2,-4,-4,2,92,13,-3,0.4,3,3
CCOC(=O)c1c(NC(=O)CSc2nc3cccnc3n2C)sc(C(C)=O)c1C,-0.3,-2,0,4,90,-7,8,-1.4,-2,nt
CN(Cc1c(C(=O)N/N=C/c2cccc(F)c2)nnn1-c1nonc1N)c1ccccc1,-1.2,10,4,-4,nt,-3,-7,1.5,-2,0
CC(C)NC(=S)NC(=O)c1ccc(-c2ccccc2)cc1,0.5,-9,-3,-1,103,-3,-18,3.2,-4,4
O=C(NCc1ccncc1)C1=NN(c2ccccc2)C(=O)CC1,11,42,0,1,nt,-8,14,-3.1,1,0
CN(C)c1ccc(NC(=O)c2sc(SCC(=O)Nc3ccc(Br)cc3)nc2N)cc1,1.1,-6,7,-5,90,-2,11,-1.9,-1,nt
CCCNC(=O)c1cc2c(C(F)(F)F)nn(C)c2s1,0.6,-2,-2,-9,nt,-2,11,-2.7,-3,nt
N#C/C(=C/c1ccc(CNC(=O)C(=O)Nc2cc(Cl)cc(Cl)c2)o1)C(=O)NCc1cccnc1,1.7,3,2,-2,100,1,2,-0.4,-6,-5
Cc1cc(C)n(CCC(=O)Nc2ccc(-c3ccno3)cc2)n1,0.0,-6,1,-3,101,-6,10,-1.9,1,4
CC1CN(C(=O)c2cn3ccccc3n2)CC(C)O1 (centres undefined),-1.2,4,-4,-2,nt,-1,12,-1.9,-5,nt
O=C(Nc1scc(-c2ccccc2)c1C(=O)O)c1ccc(F)cc1,-0.1,-7,-8,0,114,3,2,-0.5,-3,0
c1ccc(-c2nc(N3CCCCC3)nc3ccccc23)cc1,0.4,7,-3,-2,106,-7,2,-0.4,-2,nt
O=C(COC(=O)COc1ccccc1F)NCc1ccco1,1.9,10,-3,1,114,0,3,-0.6,1,8
O=C(NCc1ccncc1)/C(=C\c1ccc(F)cc1)NC(=O)c1ccccc1,1.3,2,2,-3,76,-4,7,-1.1,0,-3
CCOC(=O)/C=C/C(=O)OCC(=O)NC(c1ccccc1)c1ccccc1,0.7,-11,0,1,100,-1,1,-0.2,-2,7
CN(CC(=O)Nc1cccc(F)c1)C(=O)C1CC(=O)N(CCc2ccccc2)C1 (centres undefined),0.4,7,6,-2,101,-4,6,-1.2,0,0
Cc1cccc(-c2noc(C3CCCCC3)n2)c1,1.4,17,0,0,102,1,5,-1.1,-2,nt
Cc1ccc(NCCC(=O)c2ccc(Cl)c(Cl)c2)cc1,1.8,-7,1,0,103,-6,-30,5.6,0,nt
CSCCC(NC(=O)c1ccco1)C(=O)NCC(C)(C)N1CCOCC1 (centres undefined),-0.5,-9,-1,2,nt,-8,-12,3.0,-6,-1
COc1ccc(/C=N/n2c(SC)nnc(C(C)(C)C)c2=O)c(OC)c1,2.0,28,-4,-3,110,-3,7,-1.6,-5,1
CN(C)c1ccc(CC(=O)c2nc3ccccc3s2)cc1,3.7,22,-6,-5,94,-2,24*,-3.2,0,0

Further entries:
Compound,C-LANA FP,Arr AP2 block,RTF Ca sens act,V-ATPase pH,DSG3 Ab inh,RTF Ca sens inh,MOR-DOR inv ag,MOR-DOR ag,Keap1 Nrf2 FP,Wnt bcat act
COc1ccc(/C=C(/NC(=O)c2ccccc2)C(=O)N/N=C/c2cccs2)cc1OC,-1.4,34,1,-2,94,9,17,-2.9,-2,-1
Cc1ccc(-n2nnnc2SCC(=O)N2c3ccccc3NC(=O)C2(C)C)cc1,0.3,-3,0,2,nt,-1,8,-1.6,-4,nt
CCOC(=O)C1=C(N)OC2=C(C(=O)CCC2)C1c1ccc(C)s1 (centres undefined),3.6,-4,-1,1,103,-9,7,-1.2,-5,1
CC(=O)c1ccc(OC(C)C(=O)Nc2cccc(S(=O)(=O)NCc3ccco3)c2)cc1 (centres undefined),1.8,-8,4,0,107,3,-10,2.4,-1,-4
Cc1ccc2[nH]c(=O)c(COC(=O)c3cccs3)cc2c1,1.2,1,-2,5,124,-12,-38,6.9,3,nt
Cc1nnc(SCC(=O)Nc2c(Cl)cccc2Cl)[nH]c1=O,-1.5,0,-3,-2,96,-7,16,-3.2,1,-5
Cc1cccc(OCc2n[nH]c(=S)n2-c2ccccc2)c1,-0.7,8,-4,1,126,-10,-5,0.7,-4,-2
Cn1c(N)c(N=Cc2ccccc2)c(=O)n(C)c1=O,4.2,-16,-5,-3,105,5,19,-3.9,1,-2
Cc1nn(-c2cccc(C(=O)O)c2)c(C)c1Oc1ccccc1O,1.5,1,1,1,103,5,0,-0.1,1,nt
Cc1ccc(-c2nc3ccccc3c(=O)n2NC(=O)COc2ccccc2)cc1,0.8,10,9,0,103,-4,3,-0.5,0,-2
O=C(NC(=Nc1nc2ccccc2o1)NC(=O)c1ccccc1)c1ccccc1,-1.3,7,3,-1,98,-11,-3,0.5,-1,22
CCCCCCCCC(=O)NNC(=O)c1c(O)c2ccccc2n(CCC)c1=O,0.9,-2,13,-3,110,-12,-12,2.2,-5,-1

Assay outcomes: PubChem BioAssay, several laboratories
